# Source: PubChem BioAssay (National Center for Advancing Translational Sciences (NCATS))
# HT1080NT lethal – kills 2HG-producing HT-1080-NT fibrosarcoma cells; AID 686970; 360,000 compounds, 1.6% hits; HT-1080-NT fibrosarcoma viability, CellTiter-Glo ATP luminescence, 48 h; Potency, µM (top dose mostly 46.1 µM), inactives show at the top dose activity, negative = less viability, actives largely listed as cytotoxic;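 further: NT is the 2HG producing partner of a matched IDH1 knockdown line; potency means the concentration at half of the fitted maximal effect; 0% = DMSO-treated cells and -100% = media-only wells without cells; nearly all actives have a fitted effect of over 55% in size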
#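 Read-out is CellTiter-Glo luminescence after 10 minutes at room temperature, following 48 hours' compound treatment of HT-1080-NT cells (750 cells/well, RPMI, 5% FBS, 37 degrees C).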
# HT1080 IDH1KD tx – kills HT-1080 cells with IDH1 knockdown. HT-1080 IDH1 knockdown viability, ATP luminescence, 48 h. Potency, µM (series often up to 46.1 µM), for inactives: at the top dose activity, negative = toxicity, hits mostly cytotoxic. 360,000 compounds, 2% hits;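 further: potency means the concentration at half of the fitted maximal effect; 0% = DMSO wells and -100% = cell-free medium wells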
#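 Viability of IDH1-knockdown HT-1080 fibrosarcoma cells was assessed by CellTiter-Glo after 48 h at 37 °C with titrated compound; concentration-effect curves were classified by fit quality and response size.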
# ATXN2 expr inh – reduces ATXN2 reporter expression in HEK-293 cells; HEK-293 ATXN2-luciferase reporter, luminescence, 24 h; Potency, µM (titrated, usually from 57 µM), for inactives: at the top dose activity change, negative = inhibition, usual class: inhibitors; 360,000 compounds, 0.72% hits; further: potency means the concentration at half of the fitted maximal effect; on the % scale 0 is the no-effect control and ±100 the full control effect; nearly all actives have a fitted effect of over 55% in size
#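 ATXN2-luciferase reporter cells (luciferase flanked by upstream and downstream ATXN2 gene portions) were treated 24 h at 37 °C with compounds at up to 57 uM. SteadyGlo luminescence gave expression; GF-AFC fluorescence gave viability.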
# IL1B secr inh – inhibitors of inflammasome signaling (IL-1 beta secretion); 360,000 compounds, 4.7% hits; THP-1 LPS/ATP IL-1B secretion, AlphaLISA, 16 h; stronger effect = lower value; activity change, % at 57.5 µM; in the data active means activity change below about -50%; inconclusive means mostly about -30% to -49%; further: on the % scale 0 is the no-effect control and ±100 the full control effect
#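 Secreted IL-1B measured by AlphaLISA bead assay after 16 h compound exposure of THP-1 cells; compounds (final up to 57.5 uM) added 1 h before LPS (250 ng/mL) and ATP (1.25 mM) stimulation; lower signal means less secretion.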
# SW480 rereplic – DNA re-replication induction in SW480 cells; AID 624297; Potency, µM (titrated, usually from 46.1 µM), inactives show at the top dose re-replication activation, hits mostly activators; 340,000 compounds, 1.8% hits; SW480 DNA re-replication, Hoechst DNA content imaging, 48 h; further: potency means the concentration at half of the fitted maximal effect; % of control where 0% means no effect; nearly all actives have a fitted effect of over 55% in size
#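 250 cells/well; 23 nL cpd via pin tool; 48 hr, 37 C, 5% CO2; Hoechst 40 min; imager read of total nuclear intensity, ex 405/em 500-530 nm.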
# ATXN viability – viability counter-screen for ATXN expression inhibitors. S2 cells (HEK-293 line with an ATXN2-luciferase reporter) viability, CellTiter-Fluor protease fluorescence, 24 h. Potency, µM (top dose mostly 56.7 µM), usual class: cytotoxic. 400,000 compounds, 0.49% hits. AID 651635; further: potency means the concentration at half of the fitted maximal effect; nearly all actives have a fitted effect of over 40% in size
# MCF10A rereplic – induces DNA re-replication in MCF 10a normal breast cells | MCF 10A DNA re-replication, Hoechst nuclear intensity, 48 h | Potency, µM (highest dose often 46.1 µM), inactives show at the top dose activity, positive = re-replication, most hits filed as activators | 350,000 compounds, 2.9% hits | AID 624296; further: potency means the concentration at half of the fitted maximal effect; % of control where 0% means no effect; nearly all actives have a fitted effect of over 50% in size
# KB-3-1 tox – kills parental KB-3-1 adenocarcinoma cells | Potency, µM (highest dose often 46.1 µM), for inactives: at the highest dose activity change, negative = cytotoxic, hits mostly cytotoxic | AID 1347075 | KB-3-1 viability, CellTiter-Glo ATP luminescence, 72 h | 400,000 compounds, 1.4% hits; further: potency means the concentration at half of the fitted maximal effect; on the % scale 0 is the no-effect control and ±100 the full control effect; nearly all actives have a fitted effect of over 60% in size
#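 72 h, 37 °C compound treatment of KB-3-1 parental cells; CellTiter-Glo added, 10 min, luminescence read. Data corrected against DMSO-only plates and normalized before curve fitting.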
# KB-V1 cytotox – KB-V1 MDR subline cytotoxicity; Potency, µM (doses to about 46.1 µM), inactives show at the highest dose activity change, negative = cytotoxicity, hits mostly cytotoxic; 400,000 compounds, 3.4% hits; KB-V1 MDR cells viability, CellTiter-Glo, 72 h; further: potency means the concentration at half of the fitted maximal effect; on the % scale 0 is the no-effect control and ±100 the full control effect; nearly all actives have a fitted effect of over 60% in size
#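 Cytotoxicity via CellTiter-Glo luminescence after 72 h compound exposure at 37 degrees C. Cells: drug-selected KB-V1 line, DMEM phenol-red free plus 10% FBS. Compounds tested at multiple concentrations; normalized data fitted to concentration-effect curves.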
# The depositor's hits bear a star; i = inactive; u = inconclusive; x = no result given; & = joins results of further samples; ! = not confirmed by another sample; [ ] = another dose, or the depositor's remark. Unless noted, the call rests on the fitted dose curve; in most records, active means well fitted curve in the direction sought with a large enough effect; inconclusive means small, poorly fitted or top-dose-only effect, or another doubt; inactive means no such curve, though single readings can be large; an effect the other way counts as inactive or inconclusive.
SMILES,HT1080NT lethal,HT1080 IDH1KD tx,ATXN2 expr inh,IL1B secr inh,SW480 rereplic,ATXN viability,MCF10A rereplic,KB-3-1 tox,KB-V1 cytotox
Nc1ccn(-c2ccccc2)c(=O)c1,16%,14%,7%,-3,-4%,i,8%,15%,0%
CN(C)C(=O)c1ccc(NC(=O)CSc2nnc(-c3cccs3)n2N)cc1,-3%,0%,-3%,2,-16%,i,0%,-2%,u
Cc1nn(CC(=O)OCC(=O)Nc2c(C(C)C)cccc2C(C)C)c(C)c1[N+](=O)[O-],-5%,2%,16%,3,5%,u,-5%,17%,-4%
c1ccc(CCc2cccnc2)cc1,5%,19%,u,-11,-2%,i,0%,u,u
COc1ccccc1/C=C1\Cc2ccccc2C1=O,-11%,-4%,x,15,2%,i,40%,-4%,-7%
CC1CCC2(CC1)NC(=O)N(CC(=O)NCCc1c[nH]c3ccccc13)C2=O (stereo not drawn),13%,8%,10%,9,6%,i,u,-6%,0%
Cc1ccn2c(c1)nc(=O)c1cc(S(=O)(=O)N3CCC(C)CC3)ccc12,-2%,5%,-2%,-3,u,i,2%,16%,8%
COc1cc(S(=O)(=O)Nc2c(C)cc(C)cc2C)ccc1Cl,-13%,-8%,-10%,-9,3%,i,9%,2%,18µM*
CC(C)c1c(C(=O)N/N=C/c2ccccc2OCc2c(F)cccc2Cl)nnn1-c1nonc1N,-20%,u,-12%,69,9.2µM*,i,u,0%,16µM*
CN(C)Cc1nc2c([nH]1)c(=O)n(C)c(=O)n2C,13%,6%,6%,3,-8%,i,-4%,5%,13%
Cc1ccc(C2=N/C(=C\c3cccs3)C(=O)N2Nc2ccccc2)cc1,-19%,-24%,-13%,-19,0%,u,-3%,u,u
O=C(NCCCNc1ccc(C(F)(F)F)cc1[N+](=O)[O-])c1ccc(Cl)cc1,u,u,-14%,-17,-6%,i,0%,-1%,0%
Cc1ccc(C)c(NC(=S)N2CCN(c3cccc(C(F)(F)F)c3)CC2)c1,-3%,-4%,-20%,15,-10%,i,256%[0.0737 µM],8%,0%
CN(Cc1ccccc1)C(=O)c1c[nH]c2ccc(S(=O)(=O)N3CCOCC3)cc2c1=O,4%,6%,10%,7,-4%&-3%,i,-6%&-25%,6%,u
O=C(NC1CCCC1)c1ccc(Br)s1,10%,1%,29%,-14,-4%,i,-15%,4%,4%

# Whole records as entered above.
# O=C(NCCCNc1ccc(C(F)(F)F)cc1[N+](=O)[O-])c1ccc(Cl)cc1 is entered as HT1080NT lethal: u; HT1080 IDH1KD tx: u; ATXN2 expr inh: -14%; IL1B secr inh: -17; SW480 rereplic: -6%; ATXN viability: i; MCF10A rereplic: 0%; KB-3-1 tox: -1%; KB-V1 cytotox: 0%
# CC(C)c1c(C(=O)N/N=C/c2ccccc2OCc2c(F)cccc2Cl)nnn1-c1nonc1N is entered as HT1080NT lethal: -20%; HT1080 IDH1KD tx: u; ATXN2 expr inh: -12%; IL1B secr inh: 69; SW480 rereplic: 9.2µM*; ATXN viability: i; MCF10A rereplic: u; KB-3-1 tox: 0%; KB-V1 cytotox: 16µM*

# The listing continues:
SMILES,HT1080NT lethal,HT1080 IDH1KD tx,ATXN2 expr inh,IL1B secr inh,SW480 rereplic,ATXN viability,MCF10A rereplic,KB-3-1 tox,KB-V1 cytotox
COc1ccc(/C=C/C(=O)N(C)C2(C)CCS(=O)(=O)C2)cc1 (stereo not drawn),14%,4%,2%,-7,23µM*,i,3%,-7%,-6%
Cc1ccc(NC(=O)Cn2cc3c(n2)CCCCC3)cc1,x,x,13%,x,x,i,x,13%,-9%
CSc1ccc(CN(C)C(C)C(=O)Nc2ccc(F)c(F)c2F)cc1 (stereo not drawn),12%,-1%,-17%,-3,-7%,i,u,4%,-24%
O=C(Cc1ccccc1F)NC1CCCc2ccccc21 (stereo not drawn),u,20%,18%,-12,-8%,i,-6%,u,2%
COc1ccccc1-c1noc(COC(=O)c2ccc(Br)o2)n1,5%,0%,10%,6,-2%,i,-5%,27%,-12%
CC(C)NC(=O)N(C)C[C@H]1Oc2ccc(NC(=O)Nc3ccc4c(c3)OCO4)cc2C(=O)N([C@H](C)CO)C[C@@H]1C,-4%,-2%,3%,16,-15%,i,13%,15%,0%
Cc1ccc(/C=C/C(=O)NCCCc2ccccc2)cc1,7%,4%,11%,-3,-8%,i,6%,15%,-3%
Cn1c(C(=O)NCCN2CCN(Cc3ccccc3)CC2)cc2c(=O)n(C)c3ccccc3c21,-2%,-1%,-6%,19,1%,i,0%,-1%,-9%
CN(C)c1ccc(N=Cc2nc(-c3ccccc3)oc2OC(=O)c2cccc(Br)c2)cc1,17%,9%,47%[activator],u,-10%,u,-2%,25%,-15%
O=C(Nc1ccc(Cl)cc1)N1CCCN(Cc2ccccc2F)C1,u,13µM*,-21%,u,-2%,i,-5%,-2%,-14%
COc1ccc2c(c1OC)C(=O)OC2Nc1ccccn1 (stereo not drawn),11%,11%,-5%,12,-2%[9.22 µM],i,-10%,17%,16%
Cn1c(=O)c2c(ncn2CC(=O)Nc2nnc(Cc3ccccc3)s2)n(C)c1=O,-14%,-3%,-8%,3,3%,i,-3%,-5%,u
CCn1cc(C(=O)OCc2ccc(F)cc2)c(=O)c2ccc(C)nc21,-17%,-19%,-2%,-1,3%,i,10%,-1%,u
CCCCOC(=O)/C(C#N)=C\c1ccc(-c2ccc(Cl)cc2)o1,x,x,12%,x,x,i,x,-3%,10%
O[C@@H]1CN(Cc2ccccc2Cl)CC[C@H]1N1CCOCC1,-5%,0%,x,-4,-5%,i,-7%,-8%,3%
Cc1cccc(NC(=S)N2CCN(S(=O)(=O)c3cccc(F)c3)CC2)c1,-10%,-8%,2%,-14,u,i,u,-17%,-27%
COc1ccccc1/C=C1\SC(=S)N(CCC(=O)NCCc2ccc(O)cc2)C1=O,u,u,-5%,-82*,u,i,u,13%,u
Cc1ccnc(NC(=O)CCCOc2cc(=O)n(C)c3ccccc23)c1,u,u,1.3µM*!,-76*!,7.3µM*,i,15µM*,3.7µM*!,8.2µM*!
CC(C)(C)c1ccc(C(=O)Cn2cnnc2C#N)cc1,u,u,-9%,-6,u,i,0%,-2%,14%
COc1ccc2c(c1)C(=NNC(=O)c1ccccn1)c1cc(OC)ccc1-2,20%,1%,-26%,-8,-1%,i,u,u,-19%
CC(=O)c1cccc(NC(=O)NCc2ccc3c(c2)OCO3)c1,15%,15%,28%,-5,-2%,i,4%,0%,-1%
CC(C)(C)Cc1nnc(NS(=O)(=O)c2ccccc2)s1,1%,-5%,-22%,32,-3%,i,-2%,-7%,-10%
Cc1ccc([N+](=O)[O-])c(OCc2ncc(Cl)n2C)c1,-8%,1%,19%,3,-40%[inhibitor],i,u,0%,-29%
Cn1ccsc1=NC(=O)c1ccc(S(C)(=O)=O)c([N+](=O)[O-])c1,-16%,u,18%,-110*,16µM*,u,15µM*,x,x
C[C@]12CCC(=O)C=C1CC[C@@H]1[C@@H]2CC[C@@]2(C)[C@H]1CC[C@@]21CCC(=O)O1,-1%,-1%,x,-13,8%,i,0%,-14%,-12%
C=CCNC(=O)c1ccccc1NC(=O)c1ccc(Cl)c(S(=O)(=O)Nc2ccccc2)c1,u,u,u,2,21%,u,u,-7%,u
CC(C)(C)c1ccc(-c2noc(-c3ccc4c(c3)CCO4)n2)cc1,3%,-11%,18%,12,4.6µM*,i,u,-25%,u
Cc1cc(C)c(C(N)=O)c(Nc2ccc(F)cc2)n1,14%,-1%,12%,-4,-3%,i,0%,5%,22%
CCN1CCN(C(c2ccc(F)cc2)c2nnnn2Cc2cccs2)CC1 (stereo not drawn),u,2%,-19%,-21,u,i,23µM*,-17%,-8%
Nc1nnc(SCC(=O)OCC(=O)Nc2ccccc2F)s1,2%,10%,x,15,-7%,i,-2%,2%,8%
CC1CCN(C(=O)CCc2ccc(S(=O)(=O)NC(C)C)cc2)CC1,-7%,6%[9.24 µM],-5%,25,2%,i,-6%,-2%,0%
CCOC(=O)CNC(=O)COc1coc(CN2CCN(Cc3ccccc3)CC2)cc1=O,10%,6%,x,8,-3%,i,17%,-1%,0%
Cc1nc(SCc2cccnc2)[nH]c(=O)c1C,0%,-1%,x,16,22%,i,-3%,-2%,-2%
COCCn1c(SCC(=O)N2CCc3ccccc3C2)nc2ccccc2c1=O,-2%,8%,-4%,-2,0%,u,u,-13%,-25%
CCn1c(NCc2ccccc2NS(=O)(=O)c2ccc(C)cc2)nc2ccccc21,-25%,-30%,-26%,-13,u,i,u,u,u
O=C(COC(=O)c1ccc[nH]c1=O)Nc1cc(S(=O)(=O)N2CCCCC2)ccc1Cl,-12%,-3%,0%,-9,-3%,i,-5%,6%,-3%
O=C(CSc1nnc(SCc2ccc(Cl)cc2)s1)N/N=C/c1ccc(Cl)cc1Cl,-2%,-4%,x,-5,22%,u,u,-3%,-29%
O=C(CSc1nnc(-c2ccc3c(c2)OCO3)o1)Nc1ncc(Cl)cc1Cl,u,u,x,-4,u,u,13µM*,-21%,u
COC(=O)c1ccc(N2C(c3cccc(OC)c3)=Cc3ccc(F)cc3C2c2c(C)[nH]c3ccccc23)cc1 (stereo not drawn),u,u,1%,41,x,i,x,-12%,-14%
O=C(CN1C(=O)NC(Cc2ccccc2)C1=O)Nc1ccc(F)c(F)c1F (stereo not drawn),6%,15%,-14%,7,0%,u,-2%,25%,-10%
O=C(CSc1nc2[nH]c(=O)cc(O)c2s1)Nc1cc(Cl)cc(Cl)c1,-11%,-6%,-2%,-1,17%,i,u,-8%,1%
C/C(=C1\SC(N2CCOCC2)=NC1=O)c1ccc(C)cc1,-3%,0%,4%,-2,-5%,i,0%,-18%,-9%
N#CCc1nc2c3c4c(sc3ncn2n1)CCCC4,3%,3%,x,u,3%,i,3%,2.3µM*,u
